Pf Dd2 inh: Plasmodium falciparum Dd2 growth inhibition. P. falciparum Dd2 growth, SYBR Green, 72 h. Potency, µM (series often up to 28.9 µM), inactives show at the highest dose activity, negative = inhibition, actives largely listed as inhibitors. 4.3% of 120,000 active. AID 1347417; active means well fitted inhibition curve with a large enough effect; inconclusive means small, poorly fitted or top-dose-only effect; inactive means no such curve, though single readings can be large or run the other way;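 further: plate controls were DMSO vehicle for no effect and reference drug for full effect; nearly all actives have a fitted effect of over 65% in size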
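Infected erythrocytes (Dd2, 0.3% parasitemia, 2.5% hematocrit final) are added to compound in RPMI-1640/Albumax II medium, grown 72 h at 37C in low oxygen, then lysed with saponin/Triton-X containing SYBR Green and read by fluorescence.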
Active calls of the source: *; i = inactive; ? = inconclusive; [ ] = another dose, or the depositor's remark. Potency means the concentration at half of the fitted maximal effect. An excerpt, so the mix of outcomes need not match the whole.

SMILES	Pf Dd2 inh
C[C@@H](NS(=O)(=O)c1ccccc1)c1onc(-c2ccc(Cl)cc2)c1C(=O)O	5.4%[44.1 µM]
Cc1cccc(-c2nc3cc(C)ccc3cc2CN2CCN(CCCO)CC2)c1	i
O=C([C@@H]1C[C@H](F)CN1S(=O)(=O)c1ccc(Cl)s1)N1CCCCC1	19.8%
CCCN1CCC(N2C[C@@H](CO)[C@H](c3nc(COC)no3)C2)CC1	18.9%
O=C(CCC1CCCC1)N1CCC2(CC1)CC(N(Cc1ccc(F)cc1)C1CC1)CCO2 (stereo not given)	3.55µM*
CCOc1ccc(C2NC(=O)N(CC(=O)NCCc3cccs3)C3=C2C(=O)OC3)cc1 (stereo not given)	-22.9%
O=C(Nc1cccc(-c2nnc3n2CCCC3)c1)c1cc(F)ccc1F	?
COc1ccccc1-c1cc2c(nc1-c1ccccc1)nc(C(=O)NC1CCN(C)CC1)n2C	?
CCCCc1cc(C[C@@H]2C[C@H](NC(=O)c3ccco3)C2(C)C)no1	?
N#Cc1ccc(CN2CCCOCCNC(=O)CC2)cc1	-7.7%
CCN1C(=O)CCN(S(=O)(=O)Cc2ccccc2F)CC12CCOCC2	6.9%
CC(C)c1ccc(C(=O)N2C[C@@H](CO)[C@H](c3ccncc3)C2)cc1	14.4%
CN1CC(=O)N(C2CCC2)Cc2c(NC3CCCCC3)ncnc21	i
COc1ccc2[nH]c(C(=O)N3C[C@@H](Oc4cccnc4)C[C@H]3C(=O)N3CCCC3)cc2c1	?
Cc1ccc(C)c(CN2CCc3nc(N4CCN(C)CC4)[nH]c(=O)c3CC2)c1	9.0%[5.79 µM]
CCn1nc(CC(C)C)cc1C(=O)NCCS(=O)(=O)c1ccc(F)cc1	?
COc1ncccc1CN1CCC2(CC1)OC(=O)N(Cc1ccccc1C#N)C2(C)c1ccccc1 (stereo not given)	4.47µM*
COc1cc(OC)c(NC(=O)NCc2ccc3c(c2)CCN3C(=O)c2ccccc2)cc1Cl	11.6%
CCc1ccc(N2C(=O)CSC23C(=O)N(Cc2cccc(F)c2)c2ccccc23)cc1 (stereo not given)	-10.6%
c1ccc(C(CCNc2ncncn2)c2ccco2)cc1 (stereo not given)	-18.5%
O=C1CC(c2ccccc2)N(C(=O)CNC(=O)c2ccc(Cn3ccnc3)o2)CCCCCN1 (stereo not given)	i
CN(C)C[C@@H]1CN(Cc2ccccc2)C[C@H]1NC(=O)c1ccco1	3.1%
c1ccc2[nH]c(N3CCN(Cc4cc5n(n4)CCCNC5)CC3)nc2c1	3.5%
COc1ccc(N2CC(NC(=O)/C=C\c3ccccc3)CC2=O)cc1 (stereo not given)	39.6%
CCC(=O)N1CCN(c2nc3c(s2)CC(C(=O)Nc2ccc(F)cc2C)CC3)CC1 (stereo not given)	?
Other structures follow:
SMILES	Pf Dd2 inh
O=C(NCc1cccs1)c1cc(C2CC2)nc2onc(C3CCNC3)c12 (stereo not given)	-11.4%
COC(=O)[C@@H]1C[C@H](NC(=O)c2cccc(-n3nnnc3C)c2)CN1C	-8.9%
Cc1ccsc1CN1C[C@@H]2C(C(=O)Nc3ccccc3)=NO[C@@H]2C1	-7.6%[44.1 µM]
Cc1cc(C)c(NC(=O)CSc2nc(=O)[nH]c3c2CCCC3)c(C)c1	i
COc1ccc(NC(=O)CSc2nnc3c(C)cc4ccccc4n23)cc1	13.0%
COC(=O)c1c(NC(=O)c2cc3nc(-c4ccc(OC)cc4)cc(C(F)(F)F)n3n2)sc2c1CCCC2	i
Cc1cc(C)n(CCC(=O)N2CCC(Cc3nncn3-c3ccccc3)CC2)n1	-2.7%
Cc1ncc2c(n1)C[C@@H]1CC[C@H]2N1S(=O)(=O)c1ccc(F)cc1	11.2%
CCn1cc(CN(C)C(=O)CCc2ccc3c(c2)CN(C(C)=O)CCO3)c(C)n1	3.4%
CC(=O)c1cccc(NC(=O)O[C@@H]2CO[C@H]3[C@@H]2OC[C@@H]3NC(=S)NC2CCCCC2)c1	i
COc1ccccc1CCC(=O)N1CCC2(CC1)NC(=O)N(c1ccccc1)N2	?
CCN1C(=O)Cc2cc(C(=O)NCC3CCCO3)ccc21 (stereo not given)	i
CC(=O)Nc1ccc(C2(C(=O)NCCCN3CCOCC3)CCCCC2)cc1	-17.2%
COc1ccc(C(=O)Nc2ccc3oc(-c4cccnc4)nc3c2)cc1	?
CC1Oc2ccc(NC(=O)c3ccc(F)cc3F)cc2CN(CCc2ccc(F)cc2)C1=O (stereo not given)	i
Cc1cn2nc(C(=O)NCc3ccccc3C(F)(F)F)cc2c(N2CCSCC2)n1	-10.8%
CCCC(NC(C)=O)c1nc(CC(N)=O)nn1-c1ccc(F)cc1F (stereo not given)	-0.3%
CSc1ccc(CCNC(=O)CN2C(=O)c3cccnc3Oc3ccc(C)cc32)cc1	i
CCn1c(=N)c(C(=O)NCc2ccccc2)cc2c(=O)n3cc(C)ccc3nc21	-9.1%
COC(=O)c1ccc(C(=O)Nc2ccc(-c3nc4cc(NC(=O)c5ccc(C(=O)OC)cc5)ccc4o3)cc2)cc1	-14.8%
O=C(O)COCC(=O)N[C@H]1CCN2C(=O)c3cc(/C=C/c4ccccc4)ccc3NC(=O)[C@H]12	-6.3%
COCCN1Cc2nc(Nc3ccccc3F)ccc2OCC1=O	?
COc1ccc(Cn2c(CCC(=O)Nc3ccc(C)cc3C)nc3cccnc32)cc1	-20.7%
COc1cc(NC(=O)Cn2c(=O)n(Cc3ccccc3)c(=O)c3oc4ccccc4c32)cc(OC)c1	?
O=C(Cn1c(=O)c2c(n1Cc1ccccc1)CN(Cc1ccccc1)CC2)Nc1cccc(F)c1	-9.5%
Continued:
SMILES	Pf Dd2 inh
CC(=O)Nc1ccc(C(=O)N2CCN(c3cccc(C=O)c3)C(=O)C2)cc1	?
c1cc2c(cc1OC1CN(CC3CC3)C1)OCO2	-2.0%[44.1 µM]
CC(=O)Nc1cccc(-c2ccc3ncn(-c4cccnc4)c(=O)c3n2)c1	?
O=C(c1cccc(F)c1)N1CCC2(CC1)CC(N(Cc1ccc(F)cc1)C1CC1)CCO2 (stereo not given)	?
CSc1ccc(CNC(=O)C2CCN(c3cc(C(F)(F)F)ncn3)CC2)cc1	i
CC(C)c1ccc2c(c1)-c1ccccc1S(=O)(=O)N2CC(=O)N1CCCCC1	?
COc1cccc([C@@H]2CN(C(=O)Cc3ccc(F)cc3)C[C@H]2C(=O)O)c1OC	3.4%
O=C(NCCn1cc(-c2cncnc2)nn1)c1ccc(F)cc1	3.4%
Cc1nc(-c2ccc(F)cc2)n(Cc2ccc(F)cc2F)c(=O)c1CCO	i
COc1cccc(-n2cc(CN(C)Cc3cn(-c4ccccc4)nn3)cn2)c1	?
COC[C@@H]1CN(Cc2c(F)cccc2F)C[C@H]1C(=O)NC1CC1	-5.2%
CCc1nn2c(=O)cc(COC(=O)C(c3ccccc3)c3ccccc3)nc2s1	-2.1%
COC(=O)c1c(NC(C)=O)c2cc(NC(C)CC(C)(C)O)cnc2n1CCC(C)C (stereo not given)	-17.1%
CCOc1ccc(NC(=O)Cn2nnc(C(=O)Nc3ccc(OCC)cc3)c2N)cc1	-6.9%
COc1ccccc1NC(=O)CCCOc1cc(=O)n(C)c2ccccc12	?
CC(=O)N1CCC(N[C@H]2CC(C)(C)[C@@H]3C[C@@](C)(O)CC[C@]23CCC(=O)NCCN2CCOCC2)CC1	?
CCOc1cc(=O)n2c(c1C(=O)NCCc1ccc(OC)c(OC)c1)CCCC2	66.4%[activator]
CN(C)c1ccc(C(CNC(=O)c2ccc(C(C)(C)C)cc2)N2CCOCC2)cc1 (stereo not given)	?
Cc1ccc(-c2noc([C@@H]3C[C@@H](O)CN3Cc3ccc(C(=O)O)cc3)n2)cc1F	i
CCOc1ccc(N(C)S(=O)(=O)c2ccc3c(c2)C(C)(C)C(=O)N3C)cc1	0.9%
CCOc1cccc(CNC(=O)C2Cn3cccc3C(=O)N2)c1 (stereo not given)	?
CC1=C[C@@H](CNC(=O)C2CC2)[C@H](C(C)C)C[C@H]1Cc1nc2ncccc2[nH]1	-5.7%[44.1 µM]
CN1C(=O)CS(=O)(=O)C12CCN(C(=O)c1ccoc1)CC2	1.5%
O=C1Nc2ccccc2CC12CN(Cc1ccc(C(F)(F)F)cc1)C2	54.3%[activator]
CCOC(=O)c1cccc(NC(=O)N2CCC(CN3CCc4ccccc4C3)CC2)c1	-14.0%

Next part, starting with the last four of the part before.
SMILES	Pf Dd2 inh
CC1=C[C@@H](CNC(=O)C2CC2)[C@H](C(C)C)C[C@H]1Cc1nc2ncccc2[nH]1	-5.7%[44.1 µM]
CN1C(=O)CS(=O)(=O)C12CCN(C(=O)c1ccoc1)CC2	1.5%
O=C1Nc2ccccc2CC12CN(Cc1ccc(C(F)(F)F)cc1)C2	54.3%[activator]
CCOC(=O)c1cccc(NC(=O)N2CCC(CN3CCc4ccccc4C3)CC2)c1	-14.0%
CCN1C(=O)CCC2(C(=O)NCCc3c[nH]c4ccccc34)CCCC=C12 (stereo not given)	?
CC(NC(=O)Cc1cccc(F)c1)C(=O)N1CCN(c2ccccn2)CC1 (stereo not given)	?
CC1CCCCN1S(=O)(=O)c1cc2c(=O)nc3ccccn3c2cc1Cl (stereo not given)	i
CC1=C(C(=O)N2CCN(c3ccc(Cl)cc3)CC2)C2(CCC(C)CC2)OC1=O (stereo not given)	-25.2%
Cn1c(=O)n(C)c2cc(N3CCCCC3)c(NC(=O)Nc3ccc(Br)cc3)cc21	?
COCCn1c(C)cnc1CC1CCN(C(=O)c2ccc(OC)cc2OC)CC1	-14.6%
CC(C)NC(=O)N1[C@H](c2cccs2)[C@@H](C)C(=O)[C@@H](C)[C@@H]1c1cccs1	i
CC(C)CCN1CCOCCNC(=O)CC1	-2.0%
COc1ccc(C(=O)NC2CCN(c3cc(-c4ccc(Cl)cc4)[nH]n3)C2)cc1 (stereo not given)	8.91µM*
Cc1oc(-c2ccc3ccccc3c2)nc1CN1CCNC(=O)C1	-3.1%
CCOc1ccccc1C(=O)N1CCC2(CC1)CN(c1ccncn1)CC2CO (stereo not given)	?
CC(CNC(=O)CCCn1c(=O)c2cccn2c2ccc(F)cc21)c1ccccc1 (stereo not given)	?
CC(=O)c1c(C)nn(CC(=O)NC(C)c2cnn(-c3ccccc3C)c2C)c1C (stereo not given)	3.8%
CC(C)OCCCNc1nc2c([S+](=O)([O-])c3cccnc3)nnn2c2ccccc12	2.0%
CCN(CC)Cc1nc(C2(O)CCN(C3CCC(F)(F)CC3)CC2)cs1	?
O=C(NC1CCCC1)c1cn(C2CCN(C(=O)c3cccnc3)CC2)nn1	-2.6%
COCCCNC(=O)c1cnc2n[nH]c(-c3ccc(OC)cc3C)c2n1	?
O=C1COC[C@H]([C@H](O)c2ccc(NC(=O)c3ccc(C(F)(F)F)cc3)cc2)N1	?
CC1(C(=O)NCCCn2ccnc2)CCCc2cnc(Nc3ccccc3)nc21 (stereo not given)	?
O=C(Cn1cc(S(=O)(=O)N2CCCC2)c(S(=O)(=O)N2CCCC2)c1)Nc1cccc(F)c1	?
CCC(=O)Nc1ccccc1-c1nc2ccccc2n(CC(=O)Nc2ccc(C)c(C)c2)c1=O	-7.8%
Cc1cc(N2CCN(Cc3nnc(C4CC(N)C4)n3C)CC2)cc(C)n1 (stereo not given)	-6.5%
Cc1cc(C)c(S(=O)(=O)N2CCN(Cc3nc4ccc(C)cc4o3)CC2)c(C)c1	-1.1%
CCS(=O)(=O)Nc1ccc(C2(C(=O)NCC3CCCO3)CCCCC2)cc1 (stereo not given)	2.6%
CCCCCC(=O)Nc1ccc([C@H]2OCC(=O)N(Cc3nccn3C)[C@@H]2CO)cc1	-7.5%[44.1 µM]

Structures shown so far with a cyano group, in the order listed:
SMILES	Pf Dd2 inh
N#Cc1ccc(CN2CCCOCCNC(=O)CC2)cc1	-7.7%
COc1ncccc1CN1CCC2(CC1)OC(=O)N(Cc1ccccc1C#N)C2(C)c1ccccc1 (stereo not given)	4.47µM*

Two records drawn at random from the list so far, as already listed:
SMILES	Pf Dd2 inh
CC1=C(C(=O)N2CCN(c3ccc(Cl)cc3)CC2)C2(CCC(C)CC2)OC1=O (stereo not given)	-25.2%
CC(CNC(=O)CCCn1c(=O)c2cccn2c2ccc(F)cc21)c1ccccc1 (stereo not given)	?

More structures
SMILES	Pf Dd2 inh
CNC(=O)[C@@H]1CN(C(=O)c2cc(C)cc(C)c2)C[C@H]1CO	-1.2%
N#Cc1ccc(C(=O)N2C[C@@H]3C[C@H](C2)c2c(-c4cncnc4)ccc(=O)n2C3)cc1	32.0%[activator][44.1 µM]
CN(C)C(=O)CN1C(=O)CO[C@H](c2ccc(NS(=O)(=O)c3cccc(F)c3)cc2)[C@H]1CO	-13.7%
COc1ccc(NC(=O)NC[C@H]2COCc3nc4ccccc4n32)cc1	i
COc1cc(OC)c(NC(=O)c2c(C)oc3ncn(C)c(=O)c23)cc1Cl	i
CC1=C[C@@H](CN2CCN(c3ccccn3)CC2)[C@H](C(C)C)C[C@H]1Cc1nnc(-c2cncn2C)o1	?
O=C(Cn1ncc2c3ccccc3n(Cc3cccc(Cl)c3)c2c1=O)N1CCCCCC1	8.91µM*
O=C(c1cnccn1)N1CCCC2(C1)Nc1cccnc1NC2=NCc1ccccc1 (stereo not given)	i[5.79 µM]
CC(C)CN1C(=O)c2cccn2CC1C(=O)N1CCN(c2ncccn2)CC1 (stereo not given)	?
CCCN1CC(Oc2ccc(-c3noc(-c4cccnc4)n3)cc2)C1	-11.1%
COc1ccc(CN2Cc3[nH]nc(-c4cccc(C(F)(F)F)c4)c3CC2=O)cc1	?

Some of these compounds in order of count of non-hydrogen atoms, high to low:
SMILES	Pf Dd2 inh
O=C(c1cnccn1)N1CCCC2(C1)Nc1cccnc1NC2=NCc1ccccc1 (stereo not given)	i[5.79 µM]
COc1ccc(CN2Cc3[nH]nc(-c4cccc(C(F)(F)F)c4)c3CC2=O)cc1	?
CC(C)CN1C(=O)c2cccn2CC1C(=O)N1CCN(c2ncccn2)CC1 (stereo not given)	?
CCCN1CC(Oc2ccc(-c3noc(-c4cccnc4)n3)cc2)C1	-11.1%
